# DAX1 inh-1 – inhibits human nuclear receptor DAX1; HEK293 Gal4-DAX1 luciferase reporter, luminescence; inhibition, % at 6.75 µM; AID 504766; 340,000 tested, 0.99% active;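 active = inhibition above the mean over all tested compounds plus 3 SD, cut at about 4.2% in these data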;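 also: 0% = DAX1-transfected cells with DMSO and 100% = empty-vector control cells with DMSO; inhibition shows as a rise in luminescence from relieved DAX1 repression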
# Target sequence (P51843 207-470 limits assumed): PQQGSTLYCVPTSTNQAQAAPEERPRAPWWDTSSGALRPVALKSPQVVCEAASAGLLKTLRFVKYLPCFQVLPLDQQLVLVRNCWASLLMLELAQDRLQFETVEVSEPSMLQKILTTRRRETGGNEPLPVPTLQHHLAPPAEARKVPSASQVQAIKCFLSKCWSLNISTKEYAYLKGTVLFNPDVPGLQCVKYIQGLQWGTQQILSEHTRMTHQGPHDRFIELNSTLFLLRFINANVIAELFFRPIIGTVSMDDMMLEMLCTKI
# hgDAF-12 ag – agonists of H. glycines DAF-12 nuclear receptor | activation, % at 6.8 µM | HEK293 GAL4-hgDAF12 UAS-luciferase reporter, agonist luminescence; normalized to butyrate control | 370,000 tested, 1.8% active;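 active = activation above a cutoff set at the mean of all screened compounds plus 3 SD, cut at about 10% in these data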;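 also: 0% = DMSO wells and 100% = sodium butyrate wells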
# ssDAF12 agonist – activators of S. stercoralis DAF-12 nuclear receptor | HEK293 ssDAF-12/GRIP1 lit1-tk-luc reporter, luminescence; % of 3 µM dafachronic acid response | 370,000 tested, 1% active | AID 652126 | activation, % at 6.8 µM;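 active = activation above the mean over all tested compounds plus 3 SD, cut at about 0.9% in these data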;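 also: 0% = DMSO-only wells and 100% = 3 µM delta7-dafachronic acid wells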
# hcDAF-12 act – activates DAF-12 receptor from parasite H. contortus; HEK293 hcDAF-12 lit1-tk-luc reporter, luminescence; 0% DMSO, 100% Δ7-dafachronic acid; activation, % at 6.8 µM; 370,000 tested, 1.4% active; AID 652067;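 active = activation above the mean of all tested compounds plus 3 SD, cut at about 5.5% in these data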;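 also: 100% = response to 3 µM Δ7-dafachronic acid high control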
# PLCg1 inh – blocks human PLC-gamma1 enzyme activity | P19174 | 370,000 tested, 0.84% active | purified PLC-gamma1, fluorogenic substrate, fluorescence | inhibition, % at 12.2 µM; in the data active = inhibition above about 9.5%
# sPLA2-III inh – Blocks human group III sPLA2 activity. Q9NZ20. QFRET BODIPY PC-A2 liposome hydrolysis, fluorescence. inhibition, % at 12.2 µM. 370,000 tested, 0.56% active. AID 743126;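 active = inhibition above mean plus 3 SD of compounds lying within the high and low control bounds, cut at about 19% in these data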;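 also: 0% = median of test compound wells and 100% = no enzyme DMSO wells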
# DAX1 inh-2 – inhibitors of DAX1 repression of SF-1 activated StAR promoter; HEK293T StAR-luciferase reporter, SF-1/DAX-1 repression relief; inhibition, % at 6.8 µM; 370,000 tested, 1.1% active; AID 652010;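 active = inhibition above the mean over all tested compounds plus 3 SD, cut at about 3.6% in these data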;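 also: 0% = DAX-1 cells with DMSO and 100% = cells lacking DAX-1 with DMSO; higher inhibition means more luminescence from relief of DAX-1 repression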
# FXN GAA850 act – increases GAA850 frataxin promoter reporter activity; HEK293 lucGAA850 FXN promoter luciferase reporter, 24 h; percent of 10 µM SAHA response; activation, % at 6 µM; 360,000 tested, 0.56% active;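 active = activation above the average of all compounds screened plus 3 SD, cutoff fixed separately per campaign, cut at about 7.5% in these data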;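 also: 0% = DMSO wells and 100% = 10 µM SAHA wells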
# PLC-beta3 inh – PLC-beta3 (human) inhibition, primary screen; Q01970; Purified PLC-beta3, fluorogenic substrate, fluorescence; inhibition, % at 12.2 µM; 370,000 tested, 0.18% active; in the data active = inhibition above about 11%;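 also: 0% = median of compound wells on plate and 100% = full blocker control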
# ADAM17 inh – ADAM17 inhibition, QFRET primary screen; inhibition, % at 6.95 µM; P78536; 370,000 tested, 0.83% active; recombinant ADAM17, EDANS/DABCYL FRET peptide cleavage;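 active = inhibition above the mean of compounds lying between control limits plus 3 SD, set per campaign, cut at about 8.5% in these data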;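 also: 0% = DMSO-only wells as the low control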
# ADAM10 inh – ADAM10 inhibition, QFRET primary screen; O14672; recombinant ADAM10, EDANS/DABCYL FRET peptide cleavage, 3 h; inhibition, % at 7 µM; 370,000 tested, 0.62% active; AID 720582;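 active = inhibition above a per-campaign cutoff equal to the mean of compounds falling between control-based bounds plus 3 SD, cut at about 20% in these data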;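 also: 0% = DMSO wells while the 100% control is not disclosed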
# Target sequence (O14672 214-748 limits assumed): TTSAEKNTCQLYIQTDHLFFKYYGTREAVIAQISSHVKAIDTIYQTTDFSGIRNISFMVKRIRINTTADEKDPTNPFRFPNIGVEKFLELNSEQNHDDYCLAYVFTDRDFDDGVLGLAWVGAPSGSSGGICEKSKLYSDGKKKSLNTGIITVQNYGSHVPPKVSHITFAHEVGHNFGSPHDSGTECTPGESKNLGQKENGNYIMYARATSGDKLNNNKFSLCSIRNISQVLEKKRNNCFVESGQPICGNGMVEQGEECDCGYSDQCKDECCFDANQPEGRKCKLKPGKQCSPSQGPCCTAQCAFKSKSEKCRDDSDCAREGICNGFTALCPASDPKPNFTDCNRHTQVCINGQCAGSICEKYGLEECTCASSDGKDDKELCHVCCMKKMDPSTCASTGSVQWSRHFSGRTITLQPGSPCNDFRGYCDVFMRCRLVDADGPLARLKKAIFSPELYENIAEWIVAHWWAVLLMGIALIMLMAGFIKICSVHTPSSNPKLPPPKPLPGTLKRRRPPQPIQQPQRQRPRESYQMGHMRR
# * hit, by the source's call; i = inactive; / = no result given; & = joins results of further samples.
no.	molecule	DAX1 inh-1	hgDAF-12 ag	ssDAF12 agonist	hcDAF-12 act	PLCg1 inh	sPLA2-III inh	DAX1 inh-2	FXN GAA850 act	PLC-beta3 inh	ADAM17 inh	ADAM10 inh
1	C[C@]12CCC(=O)C=C1CC[C@@H]1[C@@H]2[C@@H](O)C[C@@]2(C)[C@H]1CC[C@]2(O)C(=O)COC(=O)CCC(=O)O	1.8&0.2	-4.8	-1.9	-0.2	4	7	1.6	4.3&3.2	5	8.8*	3
2	CCC(CC)NC(=O)CSc1nnc(-c2ccc(OC)cc2)n1C(C)C	0.7	-1.5	-0.6	0.2	2	-5	-0.3	-0.7	0	1	-5
3	CC(C)(C)C(=O)O/N=C(\N)c1ccc(Br)cc1	0.5	-1.6	-0.6	3.0	5	2	0.2	-1.5	6	-2	8
4	CC(=O)Nc1ccc(S(=O)(=O)NNC(=O)COc2cc(C)ccc2C(C)C)cc1	0.0	-0.8	-1.4	-0.6	-3	-13	0.3	-1.1	2	-5	9
5	O=C1c2cccc(Sc3ccccc3)c2C(=O)c2c(Sc3ccccc3)cccc21	/	1.6	-1.9	1.9	3	-5	-0.4	0.4	3	-4	-2
6	CCOC(=O)c1ccc2nc(C)c(C)nc2c1	0.4	4.0	-0.6	5.6*	1	-3	0.4	1.2	-7	-3	-4
7	O=C(NCC(=O)N1CCCC(C(F)(F)F)C1)c1ccccc1Br (stereo unspecified)	-1.4	0.9	1.3*	3.7	0	10	0.8	2.4	-8	-5	-10
8	Clc1cnc(N/N=C/c2cccs2)c(Cl)c1	3.2	9.1	1.0*	1.2	0	4	1.8	3.4	-6	-6	-12
9	CC(O)[C@H]1CC[C@H]2[C@@H]3CC[C@H]4C[C@@H](O)CC[C@]4(C)[C@H]3C(=O)C[C@]12C (stereo partly specified)	0.5	-2.5	-1.2	-0.5	3	-12	0.2	0.1	0	0	3
10	c1ccc(OCCSc2nnnn2C2CCCCC2)cc1	1.6	13*	0.3	5.2	2	-1	4.5*	5.1	1	0	4
11	O=C(O)C(Cc1ccccc1)NS(=O)(=O)c1ccc2c(c1)OCCO2 (stereo unspecified)	0.9	-2.1	-0.9	-0.8	-4	5	-0.3	-0.9	-1	4	-8
12	O=C(Nc1ccc2c(c1)OCCO2)C(C1CC1)n1c(=O)c(-c2ccco2)nc2ccccc21 (stereo unspecified)	/	-0.3	0.4	3.5	-46	-6	-1.5	/	-60	-45	-216
13	COc1ccc(/C=C/C(=O)c2cc(Cl)ccc2O)c(OC)c1	0.8	6.2	-1.2	0.7	1	-12	-0.1	3.2	-11	0	5
14	COCOCCn1cc(CN2CCS(=O)(=O)N(Cc3ccc(-c4cccc(CO)c4)cc3)C(C)C2=O)nn1 (stereo unspecified)	0.9	0.9	-0.4	0.3	-2	0	-0.8	-0.9	1	-4	-2
15	CC(=O)Nc1ccc(C(=O)NNC(=O)c2cc([N+](=O)[O-])cc([N+](=O)[O-])c2)cc1	-0.2	-2.5	-1.4	2.3	-2	9	-0.7	3.7	-1	-3	5

# 2 records picked at random from those above, as already listed:
no.	molecule	DAX1 inh-1	hgDAF-12 ag	ssDAF12 agonist	hcDAF-12 act	PLCg1 inh	sPLA2-III inh	DAX1 inh-2	FXN GAA850 act	PLC-beta3 inh	ADAM17 inh	ADAM10 inh
3	CC(C)(C)C(=O)O/N=C(\N)c1ccc(Br)cc1	0.5	-1.6	-0.6	3.0	5	2	0.2	-1.5	6	-2	8
7	O=C(NCC(=O)N1CCCC(C(F)(F)F)C1)c1ccccc1Br (stereo unspecified)	-1.4	0.9	1.3*	3.7	0	10	0.8	2.4	-8	-5	-10

# (more compounds)
no.	molecule	DAX1 inh-1	hgDAF-12 ag	ssDAF12 agonist	hcDAF-12 act	PLCg1 inh	sPLA2-III inh	DAX1 inh-2	FXN GAA850 act	PLC-beta3 inh	ADAM17 inh	ADAM10 inh
16	O=C1CC(c2ccc(O)cc2)Oc2cc(O)ccc21 (stereo unspecified)	-1.8	0.7	-1.1	2.8	-11	-2	-0.5	-0.5	-14	-2	-26
17	O=c1[nH]cc(O)c(=O)[nH]1	2.8	-3.3	-0.7	-1.0	4	-2	-0.6	0.3	7	-1	-4
18	CC(=O)Nc1ccc(C(=O)CSc2cc(C)c3cccc(C)c3n2)cc1	-1.4	-1.7	-0.6	-0.4	3	-12	-0.4	-1.3	2	1	8
19	Oc1ccc(/C=N/n2cc(-c3ccccc3)[nH]c2=S)cc1	1.8	4.0	0.1	-0.1	-70	-16	-1.0	-1.3	-78	-6	-38
20	Cc1sc2ncnc(OCC(=O)NC3CCS(=O)(=O)C3)c2c1C (stereo unspecified)	1.7	0.6	-0.3	2.9	1	5	0.7	1.8	-13	-8	-7
21	Cc1ccccc1NC(=O)Nc1nc(C(N)c2ccccc2)cs1 (stereo unspecified)	/	0.6	-0.3	0.1	1	22*	1.4	0.4	-1	-2	-16
22	COc1ccc(/C(N)=N/OC(=O)c2c(-c3ccccc3Cl)noc2C)cc1OC	-0.4	1.3	-0.7	-1.2	1	3	-2.6	0.8	-4	-3	-4
23	Cc1noc(C)c1COc1ccccc1C(=O)N(C)Cc1ccco1	-0.3	0.7	0.0	0.0	-2	0	-0.7	-1.0	2	-1	-3
24	OCc1cn(-c2ccccc2)nn1	-0.1	-2.1	-0.6	-1.1	1	6	0.2	2.2	-2	-2	2
25	CCCCC[C@H](C)N1C[C@@H](COCc2ccccc2)Oc2cc(N3CCC[C@@H]3CO)ccc2S1(=O)=O	/	0.3	-0.9	-0.8	-1	4	0.8	/	-2	-4	-17
26	O=S(=O)(Nc1ccccc1N1CCOCC1)c1ccc(F)c(Cl)c1	0.1	-2.6	-0.9	3.8	6	-9	-1.0	-0.6	-10	-6	0
27	O=C(COC(=O)C12CC3CC(CC(C3)C1)C2)Nc1ccc([N+](=O)[O-])cc1Cl	0.4	-3.8	-1.5	0.0	2	5	-0.1	2.5	1	-1	-5
28	CCOc1cccc(/C=N/NC(=O)C2CCCC2)c1O	0.8	2.0	-0.4	2.4	-42	-15	-0.1	1.1	-56	-4	-4
29	Cc1c(C)c2c(OCC(=O)NCC3CCC(C(=O)O)CC3)cc3c(c2oc1=O)CCC(C)(C)O3 (stereo unspecified)	/	-1.1	-1.1	-1.7	-177	-1	0.9	-2.3	-228	-205	i
30	CCOc1ccc(NC(=O)Cn2nnc(C(=O)NCc3ccco3)c2N)cc1	2.0	0.3	-1.2	-2.9	0	-3	-0.1	0.3	-1	-6	4
31	O=C(NCc1ccc(F)c(F)c1)C1CCC(=O)N(CCc2ccccc2)C1 (stereo unspecified)	0.2	0.1	-1.2	1.3	3	-5	0.2	1.4	-1	0	1
32	COc1ccc(OCc2nnc(SCC(=O)NC3CCCCC3)o2)cc1	-0.4	-2.0	-1.2	0.2	-1	-1	-0.3	-0.6	-5	-4	2
33	C1=C(c2ccccc2)Nc2ncnn2C1c1ccccc1 (stereo unspecified)	-1.2	-0.1	-1.1	-0.7	i	8	-0.3	2.9	i	-32	-108
34	CCC(=O)N1c2ccc(S(=O)(=O)CCC(=O)NC3CCCC3)cc2CC1C (stereo unspecified)	-0.7	2.0	-0.6	-0.5	-2	-1	-0.7	-0.3	-2	-5	0
35	Cc1ccccc1S(=O)(=O)NC1=NCCCCC1	-0.3	4.0	-1.5	0.3	3	9	0.4	0.6	2	-4	0
36	O=C(CCC(=O)N(CC(=O)NC1CCCCC1)Cc1cccs1)Nc1ccccn1	0.4	-0.3	-0.2	-0.3	4	-2	1.2	2.6	5	1	0
37	COc1cc(OC)cc(-c2nnc(NC(=O)CCS(=O)(=O)c3ccccc3)o2)c1	0.0	3.9	-0.9	1.2	1	-4	0.3	2.2	-6	0	-5
38	CCC(C)C(=O)Nc1nc(C)c(-c2csc(Nc3cc(OC)ccc3OC)n2)s1 (stereo unspecified)	-0.3	-4.5	-1.9	-2.0	-21	5	-0.4	-0.7	-31	1	11
39	COC(=O)c1c(NC(=O)COC(=O)Cn2cnc3ccccc32)sc2c1CCCC2	0.7	0.9	-0.9	0.1	-4	3	0.8	-1.8	-6	-4	-14
40	CN1N=C(C(=O)N=c2sc3ccccc3n2C)CCC1=O	-1.0	2.6	-1.1	0.8	0	5	0.5	4.4	-23	0	-2

# Profiles, looked up by structure.
# Profile of C1=C(c2ccccc2)Nc2ncnn2C1c1ccccc1 (stereo unspecified) : DAX1 inh-1 = -1.2; hgDAF-12 ag = -0.1; ssDAF12 agonist = -1.1; hcDAF-12 act = -0.7; PLCg1 inh = i; sPLA2-III inh = 8; DAX1 inh-2 = -0.3; FXN GAA850 act = 2.9; PLC-beta3 inh = i; ADAM17 inh = -32; ADAM10 inh = -108
# Profile of COc1cc(OC)cc(-c2nnc(NC(=O)CCS(=O)(=O)c3ccccc3)o2)c1 : DAX1 inh-1 = 0.0; hgDAF-12 ag = 3.9; ssDAF12 agonist = -0.9; hcDAF-12 act = 1.2; PLCg1 inh = 1; sPLA2-III inh = -4; DAX1 inh-2 = 0.3; FXN GAA850 act = 2.2; PLC-beta3 inh = -6; ADAM17 inh = 0; ADAM10 inh = -5
# Profile of COC(=O)c1c(NC(=O)COC(=O)Cn2cnc3ccccc32)sc2c1CCCC2 : DAX1 inh-1 = 0.7; hgDAF-12 ag = 0.9; ssDAF12 agonist = -0.9; hcDAF-12 act = 0.1; PLCg1 inh = -4; sPLA2-III inh = 3; DAX1 inh-2 = 0.8; FXN GAA850 act = -1.8; PLC-beta3 inh = -6; ADAM17 inh = -4; ADAM10 inh = -14

# Some of these compounds in order of their number in ADAM10 inh, high to low.
No. | smiles | DAX1 inh-1 | ssDAF12 agonist | hcDAF-12 act | PLCg1 inh | sPLA2-III inh | DAX1 inh-2 | PLC-beta3 inh | ADAM17 inh | ADAM10 inh
5 | O=C1c2cccc(Sc3ccccc3)c2C(=O)c2c(Sc3ccccc3)cccc21 | / | -1.9 | 1.9 | 3 | -5 | -0.4 | 3 | -4 | -2
23 | Cc1noc(C)c1COc1ccccc1C(=O)N(C)Cc1ccco1 | -0.3 | 0.0 | 0.0 | -2 | 0 | -0.7 | 2 | -1 | -3
20 | Cc1sc2ncnc(OCC(=O)NC3CCS(=O)(=O)C3)c2c1C (stereo unspecified) | 1.7 | -0.3 | 2.9 | 1 | 5 | 0.7 | -13 | -8 | -7
